High-throughput results as filed in PubChem BioAssay.
tim10-1 inh – growth inhibitors of tim10-1 mutant yeast, primary screen, luminescence, uHTS; actives 2.2% (n = 330,000); S. cerevisiae tim10-1 ts strain growth, BacTiter-Glo, 24 h; AID 463190, 2010; inhibition, % at 20 µM;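 active = inhibition of at least 40%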;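 note: mutant grown at 25 °C; 0% = DMSO wells with yeast and 100% = wells holding no yeast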
NLRP3 yeast inh – NALP3 inflammasome inhibitors in reconstituted yeast, primary screen, luminescence, uHTS | Yeast reconstituted NLRP3/ASC/caspase-1, beta-gal luminescence, 24 h | inhibition, % at 10 µM | actives 0.39% (n = 330,000);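 active = inhibition of 50% or more; inactive = inhibition below 50%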;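 note: plate controls were induced DMSO wells for no effect and uninduced yeast grown without galactose for full effect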
TIM10 inh – growth inhibitors of isogenic TIM10 control yeast, primary screen, counter-screen for tim10-1 yeast inhibitor project, luminescence, uHTS; inhibition, % at 10 µM; S. cerevisiae TIM10 strain growth, BacTiter-Glo luminescence, 24 h; actives 1.4% (n = 330,000);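 active = inhibition of 40% or more at the single tested concentration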;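 note: wild-type TIM10 isogenic control strain grown at permissive 25 °C; 0% = DMSO yeast wells and 100% = minimal medium wells without yeast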
mIAP block – inhibitors of mouse IAP, primary screen, biochemical, luminescence, uHTS; intestinal alkaline phosphatase [Mus musculus]; purified mouse IAP, CDP-Star luminescence, 30 min; inhibition, % at 10 µM; actives 0.2% (n = 330,000);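 active = inhibition of at least 40% at 10 µM in the primary screen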;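 note: plate controls were DMSO with enzyme for no effect and no enzyme wells for full effect; values of inactives mirror those of a sister screen read the other way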
hIAP inh – human IAP inhibitors, primary screen, biochemical, luminescence, uHTS. Intestinal-type alkaline phosphatase (Homo sapiens), P09923. inhibition, % at 10 µM. AID 2544, 2010. purified IAP, CDP-Star luminescence, 30 min. actives 0.12% (n = 330,000);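 active = inhibition reaching a set limit with compound at 10 µM in the primary screen, cut at about 35% in these data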;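 note: plate controls were DMSO wells with enzyme for no effect and no-enzyme buffer wells for full effect; values of inactives mirror those of a sister screen read the other way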
Target sequence (P09923 whole entry, looked up): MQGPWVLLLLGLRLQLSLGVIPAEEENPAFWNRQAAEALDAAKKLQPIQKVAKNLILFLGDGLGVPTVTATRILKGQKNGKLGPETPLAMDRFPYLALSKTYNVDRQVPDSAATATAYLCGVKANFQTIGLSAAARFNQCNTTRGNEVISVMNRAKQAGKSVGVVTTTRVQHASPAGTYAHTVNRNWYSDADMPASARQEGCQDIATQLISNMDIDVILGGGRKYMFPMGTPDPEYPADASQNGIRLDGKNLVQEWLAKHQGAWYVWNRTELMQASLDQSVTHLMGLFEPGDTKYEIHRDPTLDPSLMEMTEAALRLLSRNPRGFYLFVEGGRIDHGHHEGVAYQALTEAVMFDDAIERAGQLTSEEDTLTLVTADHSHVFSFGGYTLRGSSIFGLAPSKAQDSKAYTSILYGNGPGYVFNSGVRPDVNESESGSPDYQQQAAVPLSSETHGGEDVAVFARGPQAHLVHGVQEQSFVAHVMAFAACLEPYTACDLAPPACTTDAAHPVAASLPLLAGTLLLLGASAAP
mIAP activ – activators of mouse IAP, primary screen, biochemical, luminescence, uHTS; muIAP, CDP-Star luminescence, 30 min; hits give high values; 1 = vehicle-only enzyme signal, 0 = enzyme-free wells; activation factor at 10 µM; actives 0.24% (n = 330,000);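 active = activation factor of at least 2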; note: the source names both 10 and 20 µM as test concentration; values of inactives mirror those of a sister screen read the other way
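System: mouse IAP enzyme. Reagent: CDP-Star chemiluminescent phosphatase substrate. Benchmarks: DMSO wells, no-enzyme wells. Times: 30 min enzyme-substrate-compound incubation at room temperature. Detection: luminescence from enzymatic CDP-Star hydrolysis. Doses: test compounds delivered from DMSO solution.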
beta cell repl – inducers of MIN6 beta-cell proliferation, primary screen, ATP luminescence, uHTS; MIN6 cells proliferation, ATPlite luminescence, 48 h; cells starved in 0.2% serum; 100% = growth in 10% serum; proliferation, % at 10 µM; AID 2380, 2010; actives 0.29% (n = 330,000);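 active = compounds whose signal lies at least 3.5 SD above the mean of all wells on their plate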;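 note: 0% = DMSO-treated cells in low-serum medium and 100% = 10% serum control; some compounds called inactive have numbers as strong as hits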
APOBEC3A inh – APOBEC3A ssDNA deaminase inhibitors, primary screen, selectivity assay for APOBEC3G inhibitor project, biochemical, FAM/TAMRA oligo cleavage fluorescence; DNA dC->dU-editing enzyme APOBEC-3A (Homo sapiens), P31941; recombinant A3A, FAM/TAMRA ssDNA deamination fluorescence; inhibition, % at 20 µM; actives 0.41% (n = 330,000);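 active = at least 40% inhibition at 20 µM here, with at most 30% in a related deaminase screen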;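 note: plate controls were A3A with DMSO for no effect and wells lacking A3A enzyme for full effect; some results filed as inactive read as strong as hits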
Target sequence (P31941 whole entry, looked up): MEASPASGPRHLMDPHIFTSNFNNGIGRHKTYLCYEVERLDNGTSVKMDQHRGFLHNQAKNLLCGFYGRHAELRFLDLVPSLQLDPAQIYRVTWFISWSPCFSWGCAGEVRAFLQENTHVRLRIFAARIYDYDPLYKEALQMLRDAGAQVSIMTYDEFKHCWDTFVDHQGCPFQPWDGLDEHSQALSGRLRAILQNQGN
A3G deaminase – APOBEC3G DNA deaminase inhibitors, primary screen, biochemical, fluorescence, single-stranded DNA substrate, uHTS | recombinant A3G, ssDNA deamination FAM/TAMRA fluorescence | inhibition, % at 20 µM | actives 0.28% (n = 330,000);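 active = inhibition of at least 40% at 20 µM, with no more than 30% in the related APOBEC3A deaminase screen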;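 note: plate controls were DMSO wells with A3G for no effect and wells lacking A3G enzyme for full effect; some compounds called inactive have numbers as strong as hits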
An asterisk follows results filed as active; . = no result given.

(1) Cc1ccc(-c2nc3cc(Br)cnc3nc2-c2ccc(C)cc2)cc1
(2) CC(C)(C)OC(=O)N1O[C@H]2C[C@@H]1[C@@H]1[C@@H]2N=NN1C12CC3CC(CC(C3)C1)C2
(3) Cc1ccc2c(C)c(C(=O)N(Cc3ccccc3)C3CCS(=O)(=O)C3)oc2c1 (stereo not drawn)
(4) Cc1occc1C(=O)N/N=C/c1ccccc1[N+](=O)[O-]
(5) CCOC(=O)N1CCN(c2c(N3CC=C(c4ccccc4)CC3)c(=O)c2=O)CC1
(6) N#Cc1ccc(OCC(=O)N/N=C2/CC(c3ccccc3)Oc3ccccc32)cc1 (stereo not drawn)
(7) CCOc1cc(C(=O)NC(C)C2CC3CCC2C3)cc(OCC)c1OCC (stereo not drawn)
(8) O=C(NCc1ccncc1)C1CCCN(S(=O)(=O)Cc2ccccc2)C1 (stereo not drawn)

Compound	1	2	3	4	5	6	7	8
tim10-1 inh	35	22	21	-12	11	11	21	10
NLRP3 yeast inh	-6	.	-6	10	11	6	15	5
TIM10 inh	36	9	27	-4	-9	-3	-1	6
mIAP block	-10	4	7	-2	-1	-7	-56	3
hIAP inh	10	.	12	3	4	0	-2	-12
mIAP activ	1.1	0.96	0.93	1	1	1.1	1.6	0.97
beta cell repl	-6	.	0	-3	0	1	-4	-1
APOBEC3A inh	-3	3	0	-3	-6	4	2	0
A3G deaminase	5	3	-12	-4	-10	-7	6	0

(9) Cc1nn2c(N3CCOCC3)cc(C(C)(C)C)nc2c1-c1ccccc1
(10) CC(C)N(Cc1nc(-c2ccccc2)no1)C(=O)c1ccc(Br)o1
(11) Cc1cccc(-c2onc3ccc(C4(C)OCCO4)cc23)c1
(12) Cc1cc(C(=O)CCC(=O)NC(C)c2ccc(S(N)(=O)=O)cc2)c(C)s1 (stereo not drawn)
(13) CCOc1ccc(C(=O)N/N=C/c2cc([N+](=O)[O-])cs2)cc1
(14) Cc1ccc(S(=O)(=O)Nc2ccc3c(c2)OCCO3)c(C)c1NS(C)(=O)=O
(15) C/C(=N\Nc1ncc(Cl)cc1Cl)c1ccc2c(c1)OCO2
(16) O=C(NNS(=O)(=O)c1ccc(Cl)cc1)c1cnn(-c2ccccc2)c1-n1cccc1

Compound	9	10	11	12	13	14	15	16
tim10-1 inh	-8	25	12	-19	-29	9	-8	20
NLRP3 yeast inh	15	25	11	15	9	3	18	5
TIM10 inh	-5	13	26	-7	-27	-12	-1	4
mIAP block	1	-6	1	3	-12	2	4	7
hIAP inh	-2	-4	0	-15	12	-4	4	16
mIAP activ	0.99	1.1	0.99	0.97	1.1	0.98	0.96	0.93
beta cell repl	-2	1	1	-3	1	-1	0	0
APOBEC3A inh	1	1	0	-2	5	-7	-4	-1
A3G deaminase	-7	-1	-4	-7	-5	-8	-13	-4

(17) Cc1ccccc1NC1=NC(=S)N(c2ccccc2)C12CCCCC2
(18) N=c1n(Cc2ccccc2)c2ccccc2n1CC(O)c1ccco1 (stereo not drawn)
(19) Cc1nc(N2CCOCC2)c(C#N)c(C)c1Br
(20) Nc1cc2ccccc2oc1=O
(21) CN(C)S(=O)(=O)c1ccc(N2CCOCC2)c(C(=O)O)c1
(22) CCn1c(-c2cccnc2Cl)nc2ccccc21
(23) NC(=O)C1CCN(CCC(=O)Nc2ccc(F)c(F)c2)CC1
(24) COC(=O)C1CCN(C(=O)CCC2CCCCC2)CC1

Compound	17	18	19	20	21	22	23	24
tim10-1 inh	54*	-8	-12	11	1	7	-3	14
NLRP3 yeast inh	9	10	-13	5	9	-3	10	24
TIM10 inh	50*	0	3	-1	2	-6	-3	3
mIAP block	-7	1	-6	6	4	0	-18	8
hIAP inh	-7	-1	12	-12	12	-3	-16	17
mIAP activ	1.1	0.99	1.1	0.94	0.96	1	1.2	0.93
beta cell repl	0	1	0	-3	-1	-3	-3	0
APOBEC3A inh	-5	0	-4	-6	-2	-1	-5	3
A3G deaminase	-9	-6	-4	-6	-5	2	-2	2

(25) CSc1ccc(S(=O)(=O)N2CCC(C(=O)Nc3ccc(NC(C)=O)cc3)CC2)cc1
(26) COc1ccc(CNC2CCCCC2)cc1
(27) COCCOC(=O)c1c(C)oc2ccc(OC(=O)COc3c(F)c(F)c(F)c(F)c3F)cc12
(28) CCOc1ccc(OCC(=O)OC(C)C(=O)NC2CCCCC2C)cc1 (stereo not drawn)
(29) O=C(OCC(=O)c1ccccc1Cl)c1cnccn1
(30) CCn1c(SCC(=O)N/N=C\c2ccccc2OCC(=O)O)nnc1-c1ccc(Cl)cc1
(31) Cc1nc(NCc2ccccc2)[nH]c(=O)c1CCC(C)C
(32) Cc1cc(CNC(=O)CC2C(=O)NCCN2Cc2ccccc2)nn1C (stereo not drawn)

Compound	25	26	27	28	29	30	31	32
tim10-1 inh	-9	2	-1	18	-15	0	24	16
NLRP3 yeast inh	14	4	29	10	1	9	0	3
TIM10 inh	-10	2	-2	10	-10	14	30	-6
mIAP block	0	16	-4	1	0	-12	2	-8
hIAP inh	1	4	8	-6	5	-8	11	-28
mIAP activ	1	0.84	1	0.99	1	1.1	0.98	1.1
beta cell repl	0	-2	-1	-2	0	2	-3	2
APOBEC3A inh	0	-3	-3	-6	-1	4	-1	-7
A3G deaminase	-4	-9	-1	-5	-8	-6	-8	-11

Some of these compounds in order of the NLRP3 yeast inh value, highest first.
no. | mol | NLRP3 yeast inh
12 | Cc1cc(C(=O)CCC(=O)NC(C)c2ccc(S(N)(=O)=O)cc2)c(C)s1 (stereo not drawn) | 15
6 | N#Cc1ccc(OCC(=O)N/N=C2/CC(c3ccccc3)Oc3ccccc32)cc1 (stereo not drawn) | 6
22 | CCn1c(-c2cccnc2Cl)nc2ccccc21 | -3

(listing goes on)
(33) O=C(CSCc1nc2ccccc2[nH]1)Nc1ccc(Oc2ccccc2)cc1
(34) Cc1ccc2cc(CN(Cc3ccco3)C(=O)c3cccs3)c(=O)[nH]c2c1
(35) COC(=O)c1c(C(=O)OC)c(-c2ccccc2)n2c1CCC2
(36) O=C(CSc1ccc2nnc(-c3ccccc3)n2n1)N1CCCCC1
(37) CC(=O)Nc1ccc(SCC(=O)Nc2ccc3c(c2)OCCO3)cc1
(38) c1ccc(C[n+]2ccc3ccccc3c2)cc1
(39) O=[N+]([O-])c1cccnc1Sc1ccc(Cl)cc1
(40) Cc1nnsc1C(=O)Nc1ccc(Cl)cc1Cl

Compound	33	34	35	36	37	38	39	40
tim10-1 inh	18	20	28	2	-19	13	6	20
NLRP3 yeast inh	-2	-1	33	-18	7	17	-15	2
TIM10 inh	18	7	-3	-19	-16	-10	-28	11
mIAP block	-1	-2	3	-4	-3	-14	4	2
hIAP inh	13	-15	6	-7	-15	-10	-8	12
mIAP activ	1	1	0.97	1	1	1.1	0.96	0.97
beta cell repl	0	0	-1	2	-4	-2	-4	0
APOBEC3A inh	-1	-12	0	0	-1	-2	-4	0
A3G deaminase	-1	-5	-2	-3	-4	-6	-6	-5

(41) Fc1ccccc1NC(=S)NC1CCCC1
(42) CCCC(c1nnnn1C(C)(C)C)N1CCN(Cc2ccccc2)CC1 (stereo not drawn)
(43) COc1cc(NC(=O)Cn2c(=O)n(-c3cccc(C)c3)c(=O)c3c(C)c(C)sc32)cc(OC)c1
(44) O=C(O)COc1ccccc1/C=C1\SC(=S)N(/N=C/c2ccccc2O)C1=O
(45) O=C(CSc1nnnn1-c1ccc(O)cc1)c1cc2ccccc2o1
(46) CC(C)NC(=O)NC(=O)COC(=O)CCOc1ccccc1
(47) CCCCN(C(=O)CCC(=O)Nc1cc(C)on1)C(C(=O)NC1CCCC1)c1ccc(OCC)cc1 (stereo not drawn)
(48) O=P(Cc1cc(Br)cc(Br)c1OCCO)(c1ccccc1)c1ccccc1
(49) CC(C)CC1CCCCC1OC(=O)C[N+]1(C)CCCCC1 (stereo not drawn)
(50) C/C(=N/NC(=O)c1ccc(C)nc1)c1ccc2c(c1)CCCC2
(51) Cc1ccc(C2=CSC3=NCCN23)c(C)c1

Compound	41	42	43	44	45	46	47	48	49	50	51
tim10-1 inh	16	-2	-8	5	19	9	12	18	-34	-4	-5
NLRP3 yeast inh	11	5	-5	24	16	11	18	19	19	9	22
TIM10 inh	-1	4	3	8	13	0	6	8	-14	10	-13
mIAP block	-7	5	-6	31	0	2	-17	-9	-7	4	0
hIAP inh	-13	16	-17	-8	10	10	-7	1	-4	-35	-20
mIAP activ	1.1	0.95	1.1	0.69	1	0.98	1.2	1.1	1.1	0.96	1
beta cell repl	-1	1	0	-2	-3	1	1	-1	-2	-1	0
APOBEC3A inh	-4	-4	-1	4	-3	-1	-6	2	81*	3	-3
A3G deaminase	-7	-7	-6	4	-6	-3	-10	-5	20	-4	-5

Entries by screen from above.
Compounds 43–49 in TIM10 inh read 3, 8, 13, 0, 6, 8, -14

Some entries already given with just NLRP3 yeast inh:
No. | canonical_smiles | NLRP3 yeast inh
31 | Cc1nc(NCc2ccccc2)[nH]c(=O)c1CCC(C)C | 0
32 | Cc1cc(CNC(=O)CC2C(=O)NCCN2Cc2ccccc2)nn1C (stereo not drawn) | 3
33 | O=C(CSCc1nc2ccccc2[nH]1)Nc1ccc(Oc2ccccc2)cc1 | -2
